# SUMO1-SIM PPI: modulators of human SUMO1-mediated protein-protein interactions | 360,000 compounds, 0.33% hits | AID 602429 | SUMO1 binding to a labelled peptide, TR-FRET, 1 h | inhibition, % at 20 µM; in the data active = inhibition above about 37%
# Target sequence (P63165 whole entry, looked up): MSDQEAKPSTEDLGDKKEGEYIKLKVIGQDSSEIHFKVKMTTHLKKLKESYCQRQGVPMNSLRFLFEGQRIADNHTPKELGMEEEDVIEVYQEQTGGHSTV
# Rpn11 inh: Rpn11 (human) deubiquitinase inhibition; O00487; human 26S proteasome, Ub4-pepOG fluorescence polarization; 20S core pre-blocked with epoxomicin; calls only at 20 µM; 360,000 compounds, 0.59% hits;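 active = inhibition at 20 µM, scaled to each plate's controls, above about 33%, limit read from the data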
# Target sequence (O00487 whole entry, looked up): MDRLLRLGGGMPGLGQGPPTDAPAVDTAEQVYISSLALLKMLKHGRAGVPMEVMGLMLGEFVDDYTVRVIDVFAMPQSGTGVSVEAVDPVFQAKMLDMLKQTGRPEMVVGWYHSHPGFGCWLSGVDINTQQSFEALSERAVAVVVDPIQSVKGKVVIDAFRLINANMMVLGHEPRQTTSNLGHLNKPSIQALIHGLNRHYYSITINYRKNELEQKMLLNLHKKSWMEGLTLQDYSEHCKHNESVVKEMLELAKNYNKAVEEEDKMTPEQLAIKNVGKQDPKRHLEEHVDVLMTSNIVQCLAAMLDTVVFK
# STEP inh: STEP (human) phosphatase inhibition. P54829. recombinant STEP, OMFP fluorogenic substrate, fluorescence. inhibition, % at 20 µM. 360,000 compounds, 0.25% hits. AID 588621;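 active = inhibition at 20 µM, scaled per plate between control wells, above about 37%, limit read from the data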;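 note: 0% = DMSO with enzyme and substrate and 100% = substrate only without enzyme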
# Target sequence (P54829 whole entry, looked up): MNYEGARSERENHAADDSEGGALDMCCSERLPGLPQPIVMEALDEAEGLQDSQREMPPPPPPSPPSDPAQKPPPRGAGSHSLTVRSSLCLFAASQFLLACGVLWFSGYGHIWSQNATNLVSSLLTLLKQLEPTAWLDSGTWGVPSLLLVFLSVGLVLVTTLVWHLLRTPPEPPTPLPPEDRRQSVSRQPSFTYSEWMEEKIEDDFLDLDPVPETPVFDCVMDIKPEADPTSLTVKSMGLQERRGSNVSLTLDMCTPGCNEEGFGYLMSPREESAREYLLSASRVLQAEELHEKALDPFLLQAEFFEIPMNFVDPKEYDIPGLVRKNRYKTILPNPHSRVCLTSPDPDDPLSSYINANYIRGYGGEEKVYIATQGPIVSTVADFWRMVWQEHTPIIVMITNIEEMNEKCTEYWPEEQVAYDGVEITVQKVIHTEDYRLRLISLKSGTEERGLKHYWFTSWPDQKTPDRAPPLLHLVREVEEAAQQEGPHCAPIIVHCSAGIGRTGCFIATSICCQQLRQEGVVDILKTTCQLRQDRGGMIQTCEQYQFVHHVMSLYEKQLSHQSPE
#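 Material: STEP (striatal-enriched tyrosine phosphatase) enzyme, cell-free | Medium: 50 mM Bis-Tris pH 6.0 with 2.5 mM DTT and 0.005% Tween 20 | Read-out: Percent inhibition scaled to no-enzyme and uninhibited-enzyme controls, plate-pattern corrected | Signal: Fluorescence read at 480 nm ex / 540 nm em | Times: 20 min reaction, room temperature, in the dark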
# Scp-1 inhibitor: Scp-1 (human) phosphatase inhibition; Q9GZU7; Recombinant Scp1, phosphopeptide, malachite green phosphate absorbance; inhibition, % at 20 µM; 340,000 compounds, 0.88% hits; AID 493091;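 active = inhibition above about 50% at 20 µM, limit read from the data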;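 note: plate controls were DMSO wells with enzyme for no effect and wells lacking enzyme for full effect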
#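 Material – SCP-1 phosphatase catalytic domain, residues 76-261 · Buffer or medium – Acidic Tris acetate buffer with magnesium and detergent · Also added – Phospho 17-mer peptide substrate · Compound – single 20 µM dose, 1% DMSO · Times – 45 min room-temperature reaction, 5 min colour, 30 min stabiliser · Technique – Phosphate-binding colour reagent, absorbance read at 630 nm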
# CSN inh: inhibitors of human CSN-mediated cullin deneddylation; Q92905; Purified CSN, SCF-Nedd8-OG deneddylation, fluorescence polarization; inhibition, % at 12.5 µM; 360,000 compounds, 0.38% hits;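 active = pattern-corrected inhibition above about 35%, with an unprinted fluorescence ratio check between 0.5 and 1.5, limit read from the data, passing the limit was not always enough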;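 note: 0% = enzyme with substrate and 100% = substrate without enzyme; some results filed as inactive read as strong as hits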
#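 Test system: purified human Csn5 enzyme expressed in HEK293T cells. Amount: 0.24 nM enzyme. Reagent: SCFSkp2-Nedd8OG substrate at 10 nM final. Schedule: 90 min incubation of compound, enzyme and substrate at room temperature. Detection: fluorescence polarization. Read-out: % inhibition of substrate cleavage by Csn5.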
# DNMT1 block: inhibitors of human DNMT1; P26358; DNMT1 molecular beacon, Hinp1I cleavage, fluorescence; inhibition (reported as % activation of signal), % at 10 µM; 360,000 compounds, 0.83% hits; AID 588458; in the data active = inhibition above about 50%
# Neddylation inh: cullin neddylation inhibition. P61081+Q13564. TR-FRET cullin neddylation, biochemical. calls only at 25 µM. 360,000 compounds, 0.58% hits. AID 651699; in the data active = inhibition above about 36%
# NadD block: blocks S. aureus nicotinate mononucleotide adenylyltransferase | 360,000 compounds, 0.78% hits | purified NadD enzyme, colorimetric absorbance read-out | inhibition, % at 20 µM; in the data active = inhibition above about 26%; note: some compounds past the cut are filed as inactive
# LMPTP inh: blocks human LMPTP phosphatase; P24666; recombinant LMPTP-A, OMFP fluorogenic substrate, fluorescence intensity; inhibition, % at 20 µM; 360,000 compounds, 0.22% hits;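 active = compounds that cut the enzyme signal by at least half of the control window in the single-dose screen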;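 note: plate controls were DMSO wells with enzyme plus substrate for no effect and substrate without enzyme for full effect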
#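 material = LMPTP-A | quantity = 0.625 nM enzyme | reagent = OMFP substrate, 400 µM final | buffer or medium = Bis-Tris pH 6.0, DTT, detergent | detection = endpoint fluorescence intensity from OMFP dephosphorylation | dosing = single 20 µM dose | read-out basis = % inhibition relative to no-enzyme and uninhibited control wells | control set = no-enzyme and uninhibited controls | timing = 50 min at room temperature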
# Rin1 Abl inh: inhibitors of human Rin1-Abl protein interaction. inhibition, % at 7.35 µM. TR-FRET Rin1/Abl binding, biochemical. 360,000 compounds, 0.4% hits. P00519+Q13671; in the data active = inhibition above about 5%, passing the limit was not always enough
# The depositor's hits bear a star; i = inactive; nt = not tested or not shown.
SMILES,SUMO1-SIM PPI,Rpn11 inh,STEP inh,Scp-1 inhibitor,CSN inh,DNMT1 block,Neddylation inh,NadD block,LMPTP inh,Rin1 Abl inh
CC(C)OC(=O)Nc1ccc(Oc2c(F)c(F)c(F)c(F)c2F)cc1,-3,i,-4,1,-3,13,i,-13,-1.7,2
Cc1ccc(NC(=O)C(C)OC(=O)c2ccc(NC(=O)CC#N)cc2)cc1S(=O)(=O)N1CCOCC1 (stereo not given),8,i,0,2,3,-8,i,14,0.8,-3
O=C(Nc1c(Cl)cccc1Cl)c1cc(-c2ccco2)on1,2,i,-1,-8,4,-5,i,-11,2.1,2
Cn1cc(Br)c(C(=O)NC(=S)Nc2ccc(S(N)(=O)=O)cc2)n1,-3,i,1,-5,2,0,i,-2,0.4,4
Cc1ccc(NC(=O)Cc2nnc(SCC(=O)c3ccc(Br)cc3)n2C)cc1,0,i,-5,-6,7,-3,i,3,0.4,1
NC1=NC(=O)C(Cc2cccc(Cl)c2Cl)S1 (stereo not given),2,i,-1,-7,-5,4,i,3,0.7,3
COc1cccc(C(=O)NC2=NCCS2)c1,1,i,1,-5,1,-1,i,-3,-0.8,3
Cc1ccc2c(c1)cc(CN(Cc1ccc3c(c1)OCO3)C(=O)c1cnccn1)c1nnnn12,2,i,2,-6,2,-2,i,-5,0.2,0
Cc1cc(NC(=O)/C=C/c2ccc(Br)cc2)no1,-5,i,-3,-4,-14,4,i,5,-0.7,-1
Cc1cccc(N(C(=O)Cn2nnc3ccccc32)C(C(=O)NC(C)(C)C)c2ccsc2)c1C (stereo not given),4,i,-1,2,1,0,i,-4,0.8,-4
Cc1ccc2[nH]cc(S(=O)(=O)c3ccc(F)cc3)c(=O)c2c1,-1,i,2,14,4,2,i,-2,1.0,-2
COC(=O)c1ccc(C(=O)OC)c(NC(=O)C(C)(C)C)c1,8,i,-3,-11,5,0,i,-2,-0.7,-7
COc1ccc(N2CCN(C(=O)c3cccc(N4C(=O)C5C6C=CC(C6)C5C4=O)c3)CC2)cc1 (stereo not given),-8,i,-2,3,-1,-2,i,1,0.3,-3
Cc1ccc(NC(=O)CSc2nc(C)c(C)c(C)n2)c([N+](=O)[O-])c1,-20,i,-1,-1,-5,4,i,-5,-0.4,-1
Cc1nc2ccccc2n1CCCOc1ccccc1,0,i,-2,-2,2,-3,i,-1,1.9,2
COc1cccc(OCC(O)CN2CCN(CCN3C(=O)c4cccc5cccc(c45)C3=O)CC2)c1 (stereo not given),-10,i,0,-4,0,15,i,-9,-0.9,-2
O=C(Cn1nc(Cc2cccnc2)c2ccccc2c1=O)NCC1CCCO1 (stereo not given),3,i,1,-6,5,2,i,3,-0.9,-3
O=C(CC1C(=O)NCCN1CC1CCCCC1)NCCc1ccc(F)cc1 (stereo not given),-1,i,1,2,2,-7,i,1,-1.1,3
CCOP(=O)(OCC)C(Nc1cccc(C(F)(F)F)c1)c1ccc(F)cc1 (stereo not given),-5,i,-1,-8,-14,4,i,-2,1.2,-1
CCOC(=O)C1CN(S(=O)(=O)c2ccc(C)cc2)c2ccccc2O1 (stereo not given),4,i,1,-5,1,3,i,-5,-0.4,2

# One compound at a time (already shown).
# `O=C(Nc1c(Cl)cccc1Cl)c1cc(-c2ccco2)on1` is entered as SUMO1-SIM PPI = 2; Rpn11 inh = i; STEP inh = -1; Scp-1 inhibitor = -8; CSN inh = 4; DNMT1 block = -5; Neddylation inh = i; NadD block = -11; LMPTP inh = 2.1; Rin1 Abl inh = 2
# `CCOP(=O)(OCC)C(Nc1cccc(C(F)(F)F)c1)c1ccc(F)cc1` (stereo not given) is entered as SUMO1-SIM PPI = -5; Rpn11 inh = i; STEP inh = -1; Scp-1 inhibitor = -8; CSN inh = -14; DNMT1 block = 4; Neddylation inh = i; NadD block = -2; LMPTP inh = 1.2; Rin1 Abl inh = -1

# (continued)
SMILES,SUMO1-SIM PPI,Rpn11 inh,STEP inh,Scp-1 inhibitor,CSN inh,DNMT1 block,Neddylation inh,NadD block,LMPTP inh,Rin1 Abl inh
CCOC(=O)CCCCC(=O)c1[nH]c(=O)[nH]c1Cn1ccnc1,1,i,3,5,-7,2,i,6,-0.5,28*
CCn1c(SCC(=O)O)nnc1C1CCCCC1,3,i,0,-2,-1,2,i,-4,-1.7,-1
C/C=C(\C)C(=O)OC1[C@H](OC(C)=O)C2(CO)C(CC1(C)C)C1=CCC3C4(C)CCC(O[C@@H]5O[C@H](C(=O)O)[C@@H](O[C@@H]6O[C@H](CO)[C@@H](O)[C@H](O)[C@H]6O)[C@H](O)[C@H]5O[C@H]5O[C@H](CO)[C@@H](O)[C@H](O)[C@H]5O)[C@](C)(CO)C4CCC3(C)[C@]1(C)C[C@H]2O (stereo not given in full),3,i,-5,4,0,-4,i,-4,-2.6,3
COc1ccccc1C(=O)Nc1ccc(C(=O)N2CCCCC2)cc1,-4,i,-1,-2,9,0,i,-8,-0.2,14*
CCNC(=S)N(Cc1ccco1)Cc1cc2cc(OCC)ccc2[nH]c1=O,3,i,5,-1,7,-5,i,-3,0.2,-2
Fc1cccc(-c2cc3nc4c(c(NCc5ccco5)n3n2)CCCC4)c1,3,i,1,7,1,-8,nt,2,7.4,-2
O=c1oc2ccccc2c(O)c1CN1CCCCC1,7,i,-1,2,0,0,i,3,0.0,-8
Nc1nc(C23CC4CC(CC(Cl)(C4)C2)C3)cs1,6,i,9,-13,-5,-4,i,-8,2.6,-1
Cn1c(C(=O)NCC2CCCO2)cc2c(=O)n(C)c3ccccc3c21 (stereo not given),5,i,-1,-7,-1,0,i,1,1.4,0
CC(C)(C)c1cc2ncnc(N3CCCCC3)c2s1,4,i,-1,-6,-1,0,i,0,0.3,2
CC1CCN(S(=O)(=O)c2ccc3c(c2)c(=O)c(C(=O)NC2CCCC2)cn3C)CC1,2,i,2,-8,4,-6,i,2,0.4,-4
COC(=O)CN1C(=S)N(Cc2ccccc2)C(=O)C1CC(=O)Nc1ccc(Br)cc1 (stereo not given),4,i,-3,-9,5,-8,i,-9,3.3,0
Cc1ccc(NC(=O)C2CCN(S(=O)(=O)c3ccc4c(c3)oc(=O)n4C)CC2)cc1,4,i,-5,-8,-2,2,i,5,-2.5,4
CC(NS(=O)(=O)c1ccc(NC(=O)N2CCCCC2)cc1)c1ccccc1 (stereo not given),5,i,4,-10,0,2,i,-3,0.3,3
CN(CC(=O)Nc1ccc(F)cc1)C(=O)CSc1nncs1,-4,i,-1,-5,2,2,i,-5,-0.6,-3
CC(C)(C)C1CCC2(CC1)C(C#N)=C(SCC(=O)Nc1ccccc1)NC(=O)C2C#N (stereo not given),3,i,4,-16,3,-14,i,5,14,0
C=C(C)c1cccc(C(C)(C)NC(=O)NC2CCN(Cc3ccccc3)CC2)c1,1,i,1,2,-2,-1,i,-4,0.2,1
O=C(CSc1nc(=O)n2cc(Cl)ccc2n1)Nc1cccc2ccccc12,-16,i,1,4,5,4,i,16,2.2,-4
Cc1nc2ccccc2c(=O)n1NC(=O)Cc1ccc([N+](=O)[O-])cc1,-10,i,-1,-1,-19,-2,i,-2,0.6,3
O=C(N/N=C\c1cc(Br)ccc1O)c1ccc(S(=O)(=O)N2CCCCC2)cc1,2,i,-4,-10,4,23,i,4,0.9,-3
COc1ccc(N2C(=O)c3ccccc3NC2c2cccnc2)cc1 (stereo not given),5,i,-3,-2,-1,-1,i,-2,0.0,3
CCOc1ccc(NC(=O)NC(=O)N(C)S(=O)(=O)c2ccc(C)cc2)cc1,-2,i,0,-6,3,1,i,-3,-1.0,0
O=C(COC(=O)CSc1ccc(F)cc1)NNC(=O)c1ccc([N+](=O)[O-])cc1,-33,i,2,-6,0,1,i,2,-0.7,-2
N/C(=N\OC(=O)c1ccc(OCC(F)(F)F)nc1)c1ccc(Cl)cc1,8,i,1,-10,1,8,i,0,-1.9,-2
O=C(CNC(=O)c1ccc(Br)o1)NCc1cccc(Cl)c1,6,i,-3,-8,4,1,i,-1,0.2,1
O=C(C1CCN(Cc2ccc(OCc3ccccc3)cc2)CC1)N1CCCC1,1,i,2,-5,-4,1,i,-3,-1.7,3
COc1ccc(-c2nc3c(-c4ccc(F)cc4)cnn3cc2C)cc1F,0,i,2,0,-1,-4,i,-2,0.8,3
O=C(N[C@@H]1CCC(=O)N(CC[C@H](Sc2ccccc2)c2ccccc2)CC1)OCc1ccccc1,-2,i,-1,-1,1,-7,i,-8,5.4,1
COc1ccc(NC(=O)CCN2CCN(Cc3ccccc3)CC2)c(OC)c1,6,i,-6,-8,-1,0,i,-7,-1.6,-2
CCN(CC)S(=O)(=O)c1ccc(Cl)c(C(=O)NC2CCCC2)c1,-3,i,-4,1,0,1,i,-6,-1.0,1
COC(=O)c1ccc(N(C(=O)c2ccco2)C(C(=O)NC2CCCC2)c2ccco2)cc1 (stereo not given),-1,i,-1,9,3,0,i,3,-0.3,1
COc1ccccc1NC(=O)Cn1cnc2c(cnn2-c2ccc(C)c(C)c2)c1=O,2,i,1,3,0,-12,i,6,-0.7,1
CCSc1nc2ccccc2n1CC(=O)N1CCCCC1,-1,i,-1,-10,4,2,i,-3,0.9,1
O=C(NNC(=S)Nc1ccccc1)c1cccs1,4,i,-4,3,0,6,i,-3,-2.4,0
Fc1cccc(NC(=S)N2CCCCC2)c1,5,i,2,4,4,4,i,3,0.1,2
COc1ccc(C2=Nn3c(nnc3-c3cc(C)[nH]n3)SC2)cc1,-4,i,0,-5,3,-6,i,0,-0.8,-2
Cc1cccc(NS(=O)(=O)c2ccc(C3CCCCC3)cc2)c1,-1,i,1,-6,0,-11,i,-1,3.6,-1
Cc1c(C(=O)N2CCCCC2)c(S(=O)(=O)NCCc2ccccc2)c(C)n1C,-5,i,1,5,2,-5,i,0,-0.7,1
O=CNCC(=O)NC1CCCCCC1,-2,i,-4,-9,-4,2,i,6,-0.6,0
CC1=C(Sc2ccccn2)C(=O)NC(C)(C)C1,-1,i,-1,2,0,5,i,-2,-1.4,1
CCCCCCCCN1C(=O)[C@H](CC(=O)NCCC(C)C)C[C@@]2(C(=O)OCC)CCCC=C12,2,nt,nt,nt,-2,nt,i,16,2.4,nt
Cc1ccc(C(=O)COC(=O)CCN2C(=O)C3C4CCC(C4)C3C2=O)cc1[N+](=O)[O-] (stereo not given),-22,i,-2,-5,1,0,i,-4,-0.4,-3
COc1ccc(N(CC(=O)NC2CCCCCC2)S(=O)(=O)c2ccccc2)cc1Cl,-3,i,2,2,-1,-1,i,-2,1.4,0

# Screening data (PubChem)
